Source: PubChem (National Center for Advancing Translational Sciences (NCATS))
Pol kappa inh: inhibitors of human DNA polymerase kappa; Q9UBT6; 400,000 tested, 0.53% active; AID 588579; Potency, µM (doses to about 107 µM), for inactives: at the top dose activity, negative = inhibition, actives largely listed as inhibitors; purified Pol kappa, fluorescent DNA synthesis assay, 10 min; also: potency is read from the fitted curve at half-maximal effect; % is scaled to controls: 0 for no effect and ±100 for the full control effect
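Enzyme at 10 nM met test compounds for 15 min at room temperature. Substrate addition (50 nM final) began the reaction, which was monitored by fluorescence at 0 and 10 min.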
Pol iota inh: blocks human DNA polymerase iota activity | Q9UNA4 | Pol iota fluorescent replication assay, 10 min | Potency, µM (titrated, usually from 115 µM), inactives show at the top dose activity, negative = inhibition, hits mostly inhibitors | 390,000 tested, 1% active | AID 588590; also: potency is read from the fitted curve at half-maximal effect
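Fluorescent replication assay read twice, at 0 min and 10 min after adding 50 nM (final) substrate. Enzyme (10 nM) and compounds were first incubated 15 min at room temperature; enzyme-free buffer wells were negative controls.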
Tb PGK inh: blocks T. brucei phosphoglycerate kinase; 380,000 tested, 0.043% active; PGK/GAPDH coupled, Kinase-Glo luminescence, 60 min; Potency, µM (top dose mostly 57.5 µM), without a hit: top-dose activity change, negative = inhibition, most hits filed as inhibitors; P07378; also: potency is read from the fitted curve at half-maximal effect; % is scaled to controls: 0 for no effect and ±100 for the full control effect; nearly all actives have a fitted effect of over 60% in size
Target sequence (P07378 whole entry, looked up): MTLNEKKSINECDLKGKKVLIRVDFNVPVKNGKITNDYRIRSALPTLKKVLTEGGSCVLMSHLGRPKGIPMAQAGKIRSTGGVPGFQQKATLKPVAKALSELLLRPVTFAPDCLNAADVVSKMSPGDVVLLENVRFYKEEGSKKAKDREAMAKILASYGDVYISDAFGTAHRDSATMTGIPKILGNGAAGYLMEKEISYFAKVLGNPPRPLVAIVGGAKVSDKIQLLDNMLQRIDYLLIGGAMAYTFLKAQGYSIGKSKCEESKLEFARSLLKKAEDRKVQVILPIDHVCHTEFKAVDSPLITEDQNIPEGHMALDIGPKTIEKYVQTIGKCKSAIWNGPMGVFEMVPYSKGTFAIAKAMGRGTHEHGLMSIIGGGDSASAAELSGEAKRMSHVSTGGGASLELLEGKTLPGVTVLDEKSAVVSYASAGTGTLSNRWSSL
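Luminescent ATP detection (Kinase-Glo Plus) follows a 60-minute room-temperature incubation, with wells lacking PGK as controls. Buffer: 100 mM TEA (pH 7.6), 5 mM MgCl2, 0.01% Tween-20. Coupling enzyme GAPDH (100 nM final) supplies unstable 1,3-BPG in-well.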
Anesthetic bind: binds horse apoferritin like a general anesthetic; P02791; apoferritin/1-aminoanthracene competitive binding, fluorescence; Potency, µM (doses to about 77.5 µM), without a hit: at the top dose activity change, negative = displacement, hits mostly inhibitors; 350,000 tested, 0.074% active; AID 485281; also: potency is read from the fitted curve at half-maximal effect; % is scaled to controls: 0 for no effect and ±100 for the full control effect; nearly all actives have a fitted effect of over 20% in size
Target sequence (P02791 2-175 limits assumed): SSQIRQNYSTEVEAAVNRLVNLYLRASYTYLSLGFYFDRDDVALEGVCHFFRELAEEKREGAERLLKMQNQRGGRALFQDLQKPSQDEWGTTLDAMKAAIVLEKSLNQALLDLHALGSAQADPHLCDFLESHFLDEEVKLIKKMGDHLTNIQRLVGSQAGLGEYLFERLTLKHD
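Concentration-response curves derived by four-parameter Hill fitting of normalized fluorescence, where compounds displaced 1-AMA from 10 uM horse apoferritin following a brief 10 min room-temperature incubation; propofol titration acted as positive control.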
APEX1 inh: inhibitors of human APE1 endonuclease; P27695; recombinant APE1, TAMRA/BHQ-2 abasic DNA cleavage fluorescence; Potency, µM (top dose mostly 65.8 µM), for inactives: top-dose activity change, negative = inhibition, hits mostly inhibitors; 350,000 tested, 0.35% active; AID 2517;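 also: potency is read from the fitted curve at half-maximal effect; plate controls were vehicle for no effect and reference inhibitor for full effect; nearly all actives have a fitted effect of over 55% in size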
Target sequence (P27695 whole entry, looked up): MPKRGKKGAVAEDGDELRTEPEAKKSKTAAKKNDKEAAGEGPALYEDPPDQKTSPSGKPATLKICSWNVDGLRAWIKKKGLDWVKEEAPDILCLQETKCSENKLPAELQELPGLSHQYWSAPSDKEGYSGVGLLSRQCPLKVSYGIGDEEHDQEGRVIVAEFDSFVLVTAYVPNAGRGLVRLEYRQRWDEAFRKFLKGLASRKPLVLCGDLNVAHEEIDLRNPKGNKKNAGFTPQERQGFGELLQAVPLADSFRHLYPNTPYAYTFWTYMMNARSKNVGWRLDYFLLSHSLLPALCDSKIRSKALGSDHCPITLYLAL
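APE1 at 0.75 nM preincubated 15 min at room temperature with compound. Reaction then started with 50 nM double-stranded THF-abasic substrate labelled with TAMRA/BHQ-2, and 525/598 nm fluorescence read kinetically. Activity taken as third-minus-first read difference, normalized to DMSO and NSC13755 controls.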
BLM inh: Bloom syndrome helicase (human) inhibition. 350,000 tested, 0.2% active. AID 2528. P54132. Potency, µM (doses to about 56.1 µM), without a hit: top-dose activity change, negative = inhibition, most hits filed as inhibitors. recombinant BLM DNA unwinding, fluorescence dequenching;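 also: potency is read from the fitted curve at half-maximal effect; plate controls were vehicle for no effect and no enzyme for full effect; nearly all actives have a fitted effect of over 35% in size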
POLB inh: blocks human DNA polymerase beta activity | Pol beta primer extension/strand displacement, fluorescence kinetic | P06746 | Potency, µM (series often up to 114 µM), inactives show at the top dose activity change, negative = inhibition, hits mostly inhibitors | 340,000 tested, 1.3% active; also: potency is read from the fitted curve at half-maximal effect; % is scaled to controls: 0 for no effect and ±100 for the full control effect
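10 nM enzyme + cpd, 15 min RT; start with substrate 50 nM final; read 0 min and after 10 min RT. Corrected, normalized data; 4-parameter Hill curve fit.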
Pol eta inh: blocks human DNA polymerase eta activity | Potency, µM (doses to about 114 µM), for the others: at the highest dose activity change, negative = inhibition, hits mostly inhibitors | 390,000 tested, 1.2% active | AID 588591 | recombinant Pol eta, fluorescent DNA replication assay | Q9Y253; also: potency is read from the fitted curve at half-maximal effect; % is scaled to controls: 0 for no effect and ±100 for the full control effect
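Pol eta (10 nM) was preincubated with compounds for 15 min at room temperature, after which fluorescent replication substrate (50 nM final) was added to start the reaction. Fluorescence was read kinetically at 0 and 10 min.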
RXFP1 antag: blocks the human relaxin receptor RXFP1. Q9HBX9. HEK293-RXFP1, relaxin-stimulated cAMP HTRF, 30 min; stronger effect = lower value. activity change, negative = inhibition, % at 57.5 µM. 350,000 tested, 0.59% active. AID 1259400;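 active = activity change of -60% or lower, but not beyond a set lower limit; inconclusive = change between -60% and -40%, or beyond the set limit; inactive = change above -40%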; also: % is scaled to controls: 0 for no effect and ±100 for the full control effect
An asterisk follows results filed as active; i = inactive; ? = inconclusive; . = not tested or not shown; [ ] = dose if it differs, or a comment. Unless noted, calls follow the shape of the dose curve; as a rule, active = well fitted curve in the direction sought with a large enough effect; inconclusive = small, poorly fitted or top-dose-only effect, or another doubt; inactive = no such curve, though single readings can be large; an effect the other way counts as inactive or inconclusive. This is a subset (hit frequency here may not be typical).

SMILES	Pol kappa inh	Pol iota inh	Tb PGK inh	Anesthetic bind	APEX1 inh	BLM inh	POLB inh	Pol eta inh	RXFP1 antag
O=C(Cc1ccccc1)Nc1ccc(NC(=O)c2ccco2)cc1Cl	-9.1%	-16.7%	-3.5%	-2.3%	82.1%[12.4 µM]	-5.4%	?	-18.8%	16.7
COc1ccc(S(=O)(=O)NCc2ccc(C(=O)N3CCc4ccccc4C3)cc2)cc1	-18.8%	18.5%	-5.5%	8.3%	-3.1%	-3.8%	-11.6%	-10.8%	2.0
CC(=C/c1ccc(C(C)C)cc1)/C=N/NC(=O)Cn1nnnc1N	1.4%	25.7%	-5.8%	5.1%	1.8%	-2.2%	8.9%	-15.9%	-21.2
COc1ccc([C@H]2/C=C\CN(S(=O)(=O)c3ccc4ccccc4c3)[C@@H](C)C(=O)N2Cc2ccc(F)cc2)cc1	-0.7%	-0.7%	-0.5%	.	.	.	.	-5.7%	.
O=C(N=Nc1c(O)[nH]c2ccc(Br)cc12)c1cc(-c2cccc3ccccc23)n[nH]1	7.0%	3.4%	i	-4.3%	-0.1%	-9.2%	0.0%	-17.7%	-7.6
Cc1ccc(S(=O)(=O)N2CCOCC2)cc1NC(=O)CSc1cccc[n+]1[O-]	-5.4%	28.7%	i	-9.4%	2.6%	0.6%	-0.2%[57.1 µM]	-20.8%	-3.8
COc1ccc(C(=O)Nc2ccccc2C(=O)NC(Cc2ccc(O)cc2)C(=O)NNC(=O)c2ccc(C)cc2)cc1 (stereo not given)	-11.1%	?	i	-6.4%	-4.0%	-16.7%	15.1%	-9.6%	-11.1
CC(C)=CC(=O)O[C@H]1[C@@H]2[C@H](C)C(=O)O[C@@H]2C[C@@H](C)[C@@H]2[C@@H](O)CC(=O)[C@]21C	8.6%	5.4%	-8.3%	1.6%	-3.1%	2.1%	31.5%	-1.9%	.
CCOCC(=O)Nc1nc2ccccc2s1	-2.9%	14.8%	-3.8%	-15.4%	8.7%	-2.3%	8.9%	-8.9%	-5.9
COC(=O)/C=C1\N/C(=N\c2nc(C)cc(C)n2)N(c2ccc(C)c(C)c2)C1=O	-26.4%	15.7%	5.8%	?	3.4%	-12.1%	-12.1%	-4.5%	-5.3
CC(=O)Nc1ccc(C=CC=Cc2cccc([N+](=O)[O-])c2)cc1	-9.1%	-22.7%	-6.2%	.	.	.	.	-9.2%	-60.6*
O=S(=O)(NC1=NCCCCC1)c1cccs1	0.6%	8.5%	.	-7.7%	13.6%	-3.9%	17.0%	-6.8%	-17.0
COc1ccc(C(=O)Nc2ccccc2-c2nnn(CC(=O)Nc3ccc4c(c3)OCCO4)n2)cc1	-15.1%	11.1%	-1.7%	-4.6%	-1.5%	-4.1%	-27.7%	-5.7%	4.8
O=C(COC(=O)c1ccc(CO)cc1)NCc1cccs1	13.6%	-1.6%	-2.4%	-13.7%	-0.5%	-8.5%	33.1%	-13.2%	-13.6
CN1CCN(C(=O)c2cc3c(n(-c4ccccc4)c2=O)CC(C)(C)CC3=O)CC1	-12.8%	8.4%	2.2%	-11.7%	1.6%	-4.6%	1.8%	3.0%	0.1
C=C1C(C(=O)N2CCOCC2)C1C(=O)N1CCOCC1 (stereo not given)	1.6%[60.1 µM]	1.5%	-10.6%	-9.1%	-2.5%	-0.2%	9.8%	1.4%	18.3
CC/C(=N\NC(=O)c1nnn(-c2nonc2N)c1-c1ccc2c(c1)OCO2)c1ccccc1	-7.6%	43.8%[activator]	-3.3%	-15.8%	8.4%	-2.3%	19.3%	-15.6%	-21.9
CC(=O)Nc1c(C)nn(-c2ccccc2)c1N1CCC(C(=O)Nc2cc(F)ccc2F)CC1	-2.9%[60.1 µM]	4.8%	-2.3%	-11.8%	.	-1.4%	14.5%	-9.2%	-6.1
CCOCCOC(=O)NCCCCCCNC(=O)OCCOCC	-7.6%	0.4%	-0.3%	-5.8%	-2.1%	-1.6%	1.5%	-10.5%	7.3
Cc1cc(NS(=O)(=O)c2ccc(NC(=O)Nc3cccc(Cl)c3)cc2)no1	3.6%	15.3%	12.1%	-5.0%	-4.9%	5.1%	42.1%	-5.8%	-4.6
CC1CN(S(=O)(=O)c2cccc(C(=O)NCc3ccco3)c2)CC(C)O1 (stereo not given)	-9.2%	?	-2.6%	.	15.2%	.	.	-12.1%	2.1
COc1ccc(/C=C(\C#N)C(=O)Nc2cc(S(=O)(=O)N3CCCCC3)ccc2N2CCCCC2)cc1	-5.1%	21.4%	4.7%	6.1%	3.2%	-5.9%	5.0%	-6.4%	.
Cc1cccc(C2c3[nH]c4ccccc4c3CCN2C(=O)c2noc3c2CCCC3)n1 (stereo not given)	-2.8%	20.5%	-5.0%	-19.6%	-5.0%	-13.9%	-19.9%	-6.3%	0.3
NC(=O)c1nc(Nc2ccccc2)sc1NC(=O)c1c(F)cccc1F	-9.2%[60.1 µM]	3.7%	7.5%	58.9%[activator]	.	-3.6%	11.6%	-12.6%	-24.7
COc1ccccc1C(=O)NCC(=O)OC(C)C(=O)NC(=O)NC1CCCCC1 (stereo not given)	-0.3%	-4.6%	i	?	23.8%	-0.6%	2.1%	3.6%	-4.6

Reprinted at random: three records from the list.
SMILES	Pol kappa inh	Pol iota inh	Tb PGK inh	Anesthetic bind	APEX1 inh	BLM inh	POLB inh	Pol eta inh	RXFP1 antag
O=C(Cc1ccccc1)Nc1ccc(NC(=O)c2ccco2)cc1Cl	-9.1%	-16.7%	-3.5%	-2.3%	82.1%[12.4 µM]	-5.4%	?	-18.8%	16.7
COc1ccc([C@H]2/C=C\CN(S(=O)(=O)c3ccc4ccccc4c3)[C@@H](C)C(=O)N2Cc2ccc(F)cc2)cc1	-0.7%	-0.7%	-0.5%	.	.	.	.	-5.7%	.
CC(=C/c1ccc(C(C)C)cc1)/C=N/NC(=O)Cn1nnnc1N	1.4%	25.7%	-5.8%	5.1%	1.8%	-2.2%	8.9%	-15.9%	-21.2

The results go on:
SMILES	Pol kappa inh	Pol iota inh	Tb PGK inh	Anesthetic bind	APEX1 inh	BLM inh	POLB inh	Pol eta inh	RXFP1 antag
N#CC1=C(N)Oc2cc(O)ccc2C1C1CCCCC1 (stereo not given)	-6.4%	-7.4%	-6.3%	-1.0%	-1.9%	-6.4%	0.1%	-21.1%	-1.0
Cc1c(CC(=O)N2CCC(C(N)=O)CC2)c(=O)oc2cc3c(cc12)CCC1(CCCCC1)O3	3.4%	-4.4%	0.2%	?	8.1%	-6.3%	35.0%	-14.2%	.
CCOC(=O)N1CCN(C(=O)CN(C)S(=O)(=O)c2ccc(OCC)cc2)CC1	-17.1%	109.6%[activator]	-2.4%	3.7%	-6.9%[12.4 µM]	0.7%	4.7%	5.8%	11.8
Cc1ccc(C(=O)NCCSCc2ccccc2)cc1[N+](=O)[O-]	-10.3%	2.4%	-2.0%	-7.2%	0.8%	-3.2%	2.8%	-23.6%	-11.9
Nc1nonc1-c1nc2ccccc2n1Cc1c(Cl)cccc1Cl	-16.8%	14.2%	7.3%	1.1%	.	-3.5%	5.6%	-24.5%	.
O=C(CCCC(=O)N(CC(=O)NC1CCCCC1)c1ccc(F)cc1)Nc1ccccn1	-9.3%	?	8.4%	-1.1%	5.3%	-1.5%	?	-1.3%	-36.6
Nc1nc(Nc2ccccc2)nc(NCc2ccccc2)c1[N+](=O)[O-]	-15.4%	-8.3%[58.9 µM]	8.0%	-20.6%	1.5%	-8.4%	-0.4%	-8.5%	-9.9
CCOC(=O)c1c(C)[nH]c(C)c1C(=O)CN1C(=O)NC2(CCC(C)CC2)C1=O (stereo not given)	-9.0%	3.8%	-4.2%	-10.2%	-1.1%	3.1%	14.4%	-5.7%	1.6
COc1ccc(C(=O)NCc2nnc(SCC(=O)Nc3cc(C)on3)o2)cc1OC	2.9%	158.8%[activator]	i	-5.7%	-5.9%	-2.3%	1.6%	-17.5%	-9.4
CCOC(=O)c1cc(-c2ccc(OC(F)F)cc2)nc2nc(SC)[nH]c(=O)c12	-5.2%	33.1%	-2.1%	10.3%	0.8%	1.0%	14.1%[57.1 µM]	-18.7%	8.2
Cc1csc(CN(C)C(=O)CC2C(=O)NCCN2Cc2ccc(-c3ccccc3)cc2)n1 (stereo not given)	-4.2%	16.5%	-9.0%	-2.4%	21.4%	-7.4%	-1.1%	0.5%	-3.3
Cc1cc(C)cc(Nc2cc(-c3ccccc3)nc(C)n2)c1	-5.0%	23.9%	-0.8%	-13.8%	.	-15.6%	4.0%	-23.9%	-37.4
Cc1ccc2c(c1)c1ncnc(N3CCN(c4ccccc4)CC3)c1n2C	-8.9%	0.0%	2.3%	-10.7%	1.7%	-2.8%	-1.1%	-8.9%	-8.4
CCCc1[nH]nc2c1C(C1CCCCC1)C(C#N)=C(N)O2 (stereo not given)	-19.4%	15.9%	-0.7%	-6.0%	-8.2%	-6.5%	-9.0%	-21.3%	.
Cc1c(C(=O)OC(C)C)sc(NC(=O)c2cccnc2)c1C#N	-22.9%	?	-8.1%	-6.8%	-2.0%	-8.8%	22.9%	?	7.1
COc1ccc(Nc2ncc3c(n2)CCN(Cc2ccccc2C)C3)c(OC)c1	-1.8%[60.1 µM]	10.0%	.	61.5%[activator]	.	-3.2%	0.1%	.	0.2
O=C(CN1C(=O)C2(SCC(=O)N2c2cccc(Cl)c2)c2ccccc21)NCc1ccccc1 (stereo not given)	6.5%	-4.4%	-7.5%	?	.	1.3%	4.5%	-11.9%	.
CC(C)C(c1nnnn1C1CCCCC1)N1CCOCC1 (stereo not given)	-4.9%	10.1%	3.0%	-11.4%	13.0%	-2.5%	19.2%	-9.8%	8.4
COc1ccc(CC(=O)OCN2C(=O)c3ccccc3C2=O)cc1OC	-13.4%	11.2%	-1.8%	-4.1%	5.5%	3.6%	37.1%	-4.1%	-3.5
CCOC(=O)c1cnc(-n2nc(C)cc2C)nc1NC1CCCC1	0.7%	21.8%	-1.0%	2.5%	-8.7%	3.4%	4.8%	-17.3%	-25.1
